ARNT TACC3 PPI: disruptors of ARNT/TACC3 protein interaction, primary screen, biochemical, AlphaScreen, single concentration; AlphaScreen His-ARNT PAS-B/GST-TACC3 binding, luminescence; TACC3 fragment carries E629A point mutation; inhibition, % at 9.99 µM; Transforming acidic coiled-coil-containing protein 3 (Homo sapiens), Q9Y6A5; 390,000 tested, 0.66% active;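 active = mean inhibition of replicates at least 50% and at least half of replicates each reaching 50%; inconclusive = half or more replicates reach 50% but mean below 50%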;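 note: 0% = complete ARNT plus TACC3 wells and 100% = ARNT alone without TACC3; many hits fall short of the cut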
PAX8 inh HTS: inhibitors of PAX8-driven TPO luciferase reporter, primary screen, RMG-I cells, single concentration; inhibition, % at 12.6 µM; AID 652154, 2013; SteadyGlo, 24 h; 360,000 tested, 1.2% active;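 active = mean replicate inhibition at least 60% with every replicate also reaching 60%; inconclusive = only one of the two criteria is met; inactive = mean below 60% and not all replicates reaching 60%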;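 note: luciferase light reporting Pax8 driven TPO promoter activity; plate controls were median of neutral control wells for no effect and mitoxantrone controls for full effect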
PglD DTNB: C. jejuni PglD acetyltransferase inhibitors, primary screen, biochemical, DTNB colorimetric, single point; UDP-N-acetylbacillosamine N-acetyltransferase PglD (Campylobacter jejuni); purified PglD enzyme, DTNB colorimetric CoA detection; inhibition, % at 12.5 µM; 360,000 tested, 0.098% active; in the data active = inhibition above about 16%, passing the limit was not always enough; inconclusive = no clear call, values can overlap the other calls; note: strong numbers were not always called active
Statin myotox sup: suppressors of statin myotoxicity in C2C12 myotubes, primary screen, cell-based, single point, plate reader; C2C12 myotubes + simvastatin, ATP luminescence, 48 h; scaled: DMSO 0, geranylgeraniol control 100; rescue of ATP level, % at 7.49 µM; 330,000 tested, 0.78% active; AID 602340, 2012;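 active = mean ATP rescue above about 67%, or every replicate alone reaching that limit, limit read from the data, passing the limit was not always enough; inconclusive = no clear call, values can overlap the other calls; inactive = mean under the limit and some replicate under it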;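 note: myotubes were challenged with 10 µM simvastatin during compound exposure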
GSIS activator: GLuc luminescence reporter in INS-1E cells, primary screen for activators of glucose-dependent secretion of insulin; 370,000 tested, 0.61% active; AID 743287, 2014; activation, % at 16.6 µM; INS-1E GLuc reporter insulin secretion, 2-3 h;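 active = lowest replicate activation of at least 40%, so every replicate reaches that level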;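 note: 0% = median of neutral control wells and 100% = median of IBMX positive control wells; some compounds called inactive have numbers as strong as hits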
Cneo AK release: Cryptococcus neoformans cell lysis inducers, primary screen, AK release luminescence, single concentration; C. neoformans lysis, adenylate kinase release luminescence, 4 h; normalised: neutral wells 0, clomiphene wells 100; lysis activity, % at 15 µM; 360,000 tested, 0.2% active; AID 651654, 2012;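 active = mean lysis activity across replicates of at least 80%, whatever share of replicates individually reach that level; inactive = mean lysis activity below 80%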
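Assay system: C. neoformans cells. Amount: yeast cell density of 5 × 10^6 cells/mL. Technique: AK luminescence. Buffer or medium: YPD. Times: static 4 h at 37 °C with compound, 1 h detection. Dosing: single-point compound dose. Read-out: lysis from increased AK signal.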
PGC1a acetyl inh: inhibitors of PGC1a acetylation signal, primary screen, cell-based, U2OS, AlphaScreen, inhibitor mode. AlphaScreen anti-acetyl-lysine; with virally co-expressed GCN5 acetyltransferase. inhibition, % at 15.6 µM. 350,000 tested, 0.17% active. AID 651687, 2012;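 active = every replicate shows inhibition of at least 40%; inconclusive = mean inhibition at least 40% but some replicate below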;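 note: 0% = neutral control wells and 100% = positive control wells; some results beyond the cut were filed as inactive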
LGR2 inh: inhibitors of bursicon-induced LGR2 CRE-luciferase signal, primary screen, cell-based, HEK293, CRE-luciferase reporter, bursicon stimulation; Drosophila bursicon receptor LGR2 (rickets); bursicon-stimulated, 4 h; inhibition, % at 9.99 µM; 380,000 tested, 0.35% active; AID 720647, 2013;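 active = drop in luminescence signal, shown as inhibition above about 50% in the replicate tests, limit read from the data, passing the limit was not always enough; inconclusive = probably only some replicates passing the limit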;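 note: agonist challenge used bursicon conditioned medium at about half maximal strength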
Numbers without * were called inactive; ? = inconclusive; / = not tested or not shown. Compounds as they come; overall some 2.9% were active at least once.

1	CC1CCCC(C)N1CCOc1cc(N)ccc1C#N (configuration not stated)
2	CC(C)CC#Cc1cnc2c(c1)C(=O)N([C@H](C)CO)C[C@H](C)[C@@H](CN(C)Cc1cncnc1)O2
3	CCOC(=O)CSc1nc(C)cc2c1C(=O)OC2
4	Cc1ccc(-n2c(-c3ccc(Cl)cc3)c[n+]3c2CCC3)cc1
5	Cc1c(C=O)c2ccccc2n1CC(=O)O
6	Cc1ccc(NC(=O)C2CC(O)CN2C(=O)Oc2ccccc2)c(C)c1 (configuration not stated)
7	CCCNC(=O)Nc1ccc2c(c1)C(=O)N(C)[C@H]1CC[C@@H](CC(=O)NCCCN(C)C)O[C@H]1CO2
8	Cc1ccc2c(NC(=S)NC(=O)c3ccccc3)cccc2n1

Assay by compound	1	2	3	4	5	6	7	8
ARNT TACC3 PPI	-1	-7	-3	-4	2	1	-7	/
PAX8 inh HTS	/	/	-12	44	4	7	-21	-8
PglD DTNB	1	0	-1	/	/	0	-3	1
Statin myotox sup	-12	-10	3	/	/	10	14	2
GSIS activator	0	12	11	-59	1	4	17	12
Cneo AK release	0	8	1	/	/	2	-4	11
PGC1a acetyl inh	-22	4	8	-20	/	-5	5	/
LGR2 inh	14	-11	-10	4	19	14	-11	1

9	CC(C)C(OC(=O)c1cccs1)C(=O)NCc1ccc2c(c1)OCO2 (configuration not stated)
10	COc1ccc(C(=O)OCC(=O)c2ccc(F)cc2)cc1OC
11	CC(C(=O)NCCN1C(=O)S/C(=C\c2cccs2)C1=O)N1C(=O)c2ccccc2C1=O (configuration not stated)
12	O=C(C[C@H]1CC[C@H](NC(=O)NC2CCCCC2)[C@H](CO)O1)NCc1ccccc1
13	Cc1ccc(CNC(=O)Cn2cnc(C(=O)Nc3ccc(C)c(C)c3)n2)o1
14	Cc1cc(N/C=C\c2nnnn2-c2ccccc2)no1
15	CCC(CC)CN1CCN=C1Nc1ccccc1
16	O=C1CC(c2ccccc2)c2cccc(F)c21 (configuration not stated)

Assay by compound	9	10	11	12	13	14	15	16
ARNT TACC3 PPI	-4	-6	-9	0	2	-2	-6	1
PAX8 inh HTS	10	9	-11	-14	-55	-4	3	4
PglD DTNB	-8	3	/	1	4	-4	2	-3
Statin myotox sup	-5	0	/	-6	-2	5	4	-8
GSIS activator	-18	22	9	-1	0	8	59*	14
Cneo AK release	-1	-3	/	-3	-3	-1	0	5
PGC1a acetyl inh	/	/	/	5	-1	-3	6	/
LGR2 inh	-3	-6	6	-1	11	-20	-9	1

17	COc1cc(OC)cc(C(=O)N[C@H](C(=O)Nc2nc(-c3ccc(OC)c(OC)c3)cs2)C(C)C)c1
18	COc1ccc(NC(=O)N[C@@H]2CC[C@H](CCn3cc(-c4ccccn4)nn3)O[C@H]2CO)cc1
19	Cc1ccc(NC(=O)CCC(=O)N2CCOCC2)nc1
20	Cc1cccc2c(SCC(=O)NCC3CCCO3)nc(-c3ccc(F)cc3)nc12 (configuration not stated)
21	CCCNC(=O)c1cc2c(c(-c3cccc(-c4ccc(C#N)cc4)c3)n1)[C@H](CCO)N(C(=O)CC)C2
22	COc1ccccc1/C=C/C(=O)Nc1nc(N)n(-c2ccccc2)n1
23	C/C(CC(=O)Nc1ccccc1C(F)(F)F)=N\NC(=O)c1cnccn1
24	O=C1NC[C@H](Cc2ccccc2)N(CC2CCN(CCCCc3ccccc3)CC2)C1=O

Assay by compound	17	18	19	20	21	22	23	24
ARNT TACC3 PPI	2	59*	3	30	/	1	/	7
PAX8 inh HTS	25	10	-13	/	-15	31	-11	3
PglD DTNB	1	-3	-4	0	/	/	-1	0
Statin myotox sup	-3	4	7	-28	/	12	-1	0
GSIS activator	15	-9	-1	16	-2	1	-10	/
Cneo AK release	-2	8	3	-1	/	/	0	2
PGC1a acetyl inh	-12	2	/	0	-4	-1	12	8
LGR2 inh	29	-12	-10	-19	-7	13	1	-14

25	CCc1cc(=O)oc2cc(C)cc(OCc3nn[nH]n3)c12
26	O=C(Nc1cccc(F)c1)N1CCCCN2[C@H](C1)[C@@H](c1ccc(C#CC3CC3)cc1)[C@@H]2CO
27	CCOC(=O)c1ccc(CC2SC(N)=NC2=O)cc1 (configuration not stated)
28	CN1CCN(C(c2ccc(Cl)cc2)c2cc(Cl)c3cccnc3c2O)CC1 (configuration not stated)
29	Cc1nc(C(=O)N2CCCC(N3CCN(c4ccc(F)cc4)CC3)C2)cs1 (configuration not stated)
30	COc1cccc(C(NC(C)=O)c2nc(-c3ccc(F)cc3OC)cs2)c1 (configuration not stated)
31	CCOC(=O)c1cc2sccc2n1CC(=O)OC
32	Cc1nc(NC(=O)c2cccnc2Cl)sc1C

Assay by compound	25	26	27	28	29	30	31	32
ARNT TACC3 PPI	0	-3	-3	12	/	/	/	-6
PAX8 inh HTS	/	0	8	54	-5	-13	18	-106
PglD DTNB	10	-1	-3	-3	0	4	-2	/
Statin myotox sup	6	/	0	-90	1	7	30	/
GSIS activator	/	-15	3	-30	/	-10	/	6
Cneo AK release	0	2	-2	0	1	-1	1	/
PGC1a acetyl inh	-17	-8	3	/	5	/	2	/
LGR2 inh	/	13	14	34	9	-10	/	-1

33	COC(=O)[C@H](CCSC)NC(=O)Cn1cnc2c(OCc3ccccc3)ncnc21
34	CN(c1ccccc1C(=O)N1CCN(c2ccccc2)CC1)S(C)(=O)=O
35	O=C(Nc1ccccc1F)N[C@@H]1CC[C@H](CCNS(=O)(=O)c2ccccc2)O[C@@H]1CO
36	COc1ccc(Cn2c(=O)[nH]c3cc(C(=O)N4CCN(c5ccccn5)CC4)ccc3c2=O)cc1
37	CCSC1=NSC2=NC(=O)/C(=C\c3coc4ccccc4c3=O)C(=N)N12
38	CN1/C(=C\C(=O)c2cccc(S(=O)(=O)N3CCCCC3)c2)C(C)(C)c2ccccc21
39	COc1ccc(CN(C(C)=O)c2cccc(C)c2C)cc1
40	COC(=O)c1cc(OC)c(OC)cc1NC(=O)c1ccc(OC)cc1

Assay by compound	33	34	35	36	37	38	39	40
ARNT TACC3 PPI	-8	1	-10	-8	3	-49	-3	-2
PAX8 inh HTS	-29	12	-7	13	-16	-10	/	/
PglD DTNB	-3	5	15	-3	/	6	-2	-2
Statin myotox sup	-6	3	-3	5	/	/	-8	12
GSIS activator	7	/	-5	-41	-37	-4	/	/
Cneo AK release	0	-1	-1	2	/	-1	-3	-2
PGC1a acetyl inh	2	6	4	17	/	?	/	/
LGR2 inh	-8	/	10	4	-21	0	/	/

41	CC1(C(=O)NCc2ccccc2Br)CCN1C(=O)Cc1ccc(-c2ccccc2)cc1 (configuration not stated)
42	CC(C)CCN1CC(C(=O)N2CCN(c3ccc(F)cc3)CC2)CC1=O (configuration not stated)
43	C[C@H]1CN([C@@H](C)CO)C(=O)c2ccccc2-c2ccccc2CO[C@H]1CN(C)S(=O)(=O)c1ccc([N+](=O)[O-])cc1
44	CCc1ccc(NC(=O)[C@@H](NC(=O)[C@@H]2Cc3ccccc3CN2)C(C)CC)cc1 (some centres not stated)
45	CCn1c(SCC(=O)N2CCCc3ccccc32)nnc1-c1cccs1
46	CCOCCCNCc1ccc(OCCC(C)C)c(OC)c1
47	Cc1noc(C)c1CSCC(=O)N(C)CC(=O)Nc1ccc(Cl)c(C(F)(F)F)c1
48	Cc1c(C(=O)NCCS(=O)(=O)N2CCN(c3ccccc3F)CC2)cccc1[N+](=O)[O-]

Assay by compound	41	42	43	44	45	46	47	48
ARNT TACC3 PPI	/	-1	/	-1	1	-10	-2	-13
PAX8 inh HTS	14	/	11	-74	/	-11	9	13
PglD DTNB	-3	3	/	1	-12	3	2	-1
Statin myotox sup	-2	8	/	0	-8	4	-4	4
GSIS activator	-21	/	19	-14	5	-5	-14	0
Cneo AK release	3	1	/	0	0	0	0	6
PGC1a acetyl inh	-10	9	9	-8	8	/	-1	-5
LGR2 inh	20	/	-4	-26	6	5	-1	-22

Next section, overlapping the part above by four compounds.
45	CCn1c(SCC(=O)N2CCCc3ccccc32)nnc1-c1cccs1
46	CCOCCCNCc1ccc(OCCC(C)C)c(OC)c1
47	Cc1noc(C)c1CSCC(=O)N(C)CC(=O)Nc1ccc(Cl)c(C(F)(F)F)c1
48	Cc1c(C(=O)NCCS(=O)(=O)N2CCN(c3ccccc3F)CC2)cccc1[N+](=O)[O-]
49	CCOC(=O)[C@H]1[C@H]2COc3cc(OC)ccc3[C@@H]2N2C(=O)CN(Cc3ccc(OC)cc3)C(=O)[C@@]12C
50	COc1ccc2nc(NC(=O)c3ccc(Br)s3)sc2c1
51	C[C@@H]1CN([C@H](C)CO)C(=O)c2cccc(NC(=O)CCCCCC(=O)Nc3ccccc3N)c2O[C@H]1CN(C)Cc1ccncc1
52	Cc1ccccc1NC(=S)Nc1ccc(Br)cc1
53	Cc1nnc(SCC(=O)N2CC(=O)Nc3ccccc32)n1C
54	CCCCN1C(=O)C2Cc3c([nH]c4ccccc34)CN2C1=S (configuration not stated)
55	CN1C(=O)C(CC(=O)O)S/C1=N\N=C\c1ccc(O)cc1O (configuration not stated)
56	CCCCC1=CC2=CC(=O)C(C)(OC(=O)CC)C(=O)C2=CN1c1ccc(OC)cc1 (configuration not stated)

Assay by compound	45	46	47	48	49	50	51	52	53	54	55	56
ARNT TACC3 PPI	1	-10	-2	-13	18	-19	/	-5	0	1	13	2
PAX8 inh HTS	/	-11	9	13	5	/	3	7	/	-5	0	-7
PglD DTNB	-12	3	2	-1	-3	-2	/	/	/	/	-1	-6
Statin myotox sup	-8	4	-4	4	0	-42	/	/	6	/	/	13
GSIS activator	5	-5	-14	0	-32	/	-2	0	21	-1	21	6
Cneo AK release	0	0	0	6	-1	-2	/	/	/	/	-5	0
PGC1a acetyl inh	8	/	-1	-5	/	12	-2	/	8	-2	1	3
LGR2 inh	6	5	-1	-22	18	/	-3	-3	9	-4	-5	11

57	C=CCn1cc(C(=O)N2CCN(C)CC2)c(=O)c2cc(S(=O)(=O)N3CCCC3)ccc21
58	COC(=O)c1cc(OC)c(OC)cc1NC(=O)c1cccc(C)c1
59	COCC#Cc1cnc2c(c1)C(=O)N([C@H](C)CO)C[C@@H](C)[C@H](CN(C)C(=O)Nc1ccccc1OC)O2
60	Cc1ccc(CSCc2ccc(C(=O)NCCC(C)C)o2)cc1
61	CCOc1ccc(OCCOC(=O)CN2C(=O)NC3(CCCC3)C2=O)cc1

Assay by compound	57	58	59	60	61
ARNT TACC3 PPI	1	2	-5	2	/
PAX8 inh HTS	-5	-8	2	-18	-14
PglD DTNB	-7	/	5	-10	4
Statin myotox sup	-1	-6	-16	14	3
GSIS activator	9	-1	-2	-18	-4
Cneo AK release	0	/	-4	2	0
PGC1a acetyl inh	9	-9	-12	-2	10
LGR2 inh	33	-8	4	4	-10
